Source: PubChem
Integrin act MD – activates integrin-mediated alleviation for muscular dystrophy; alpha7betagal myoblasts, beta-gal FDG fluorescence, 48 h; Potency, µM (top dose mostly 38.3 µM), for the others: at the top dose activation, hits mostly activators; 350,000 compounds, 0.064% hits;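 also: potency is read from the fitted curve at half-maximal effect; 100% = response of the positive control SU9516; nearly all actives have a fitted effect of over 60% in size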
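Alpha7betagal+/- myoblasts (passage 13) were plated 16-24 hr, then exposed to compounds (1:260 dilution of DMSO stock) for 48 hours at 37C. After MPER lysis, β-galactosidase reporter activity was read as FDG fluorescence (ex 480/em 540) after 30 minutes.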
GALK inhibitor – blocks human galactokinase activity; P51570; Purified GALK, Kinase-Glo residual ATP luminescence; Potency, µM (highest dose often 57.5 µM), for inactives: top-dose activity change, negative = inhibition, hits mostly inhibitors; 270,000 compounds, 0.007% hits; AID 1868; also: potency is read from the fitted curve at half-maximal effect; % is scaled to controls: 0 for no effect and ±100 for the full control effect
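5 nM enzyme, 35 uM ATP, 100 uM galactose, 20 mM HEPES pH8.0, 5 mM MgCl2; 1 h RT; residual ATP by Kinase-Glo Plus luminescence, qHTS format.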
S-ASM inh – inhibitors of human secretory acid sphingomyelinase; P17405; 340,000 compounds, 0.006% hits; placental ASM, HMU-PC fluorogenic substrate, 60 min; Potency, µM (highest dose often 57.5 µM), for the others: top-dose activity change, negative = inhibition, usual class: inhibitors; also: potency is read from the fitted curve at half-maximal effect
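Fluorescence read-out (Ex 386 nm, Em 447 nm) after stopping the reaction at pH 10. Enzyme: ASM from human placenta; substrate HMU-PC0, 9 uM final; 60 min, 37 °C. Compound preincubation 10 min, ambient temperature.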
TSG101-PTAP inh – blocks PTAP/TSG101 interaction to inhibit HIV-1 budding. Fluorescence polarization, FITC-PTAP peptide / Tsg101 binding. Potency, µM (highest dose often 115 µM), for inactives: top-dose activity change, negative = inhibition, most hits filed as inhibitors. AID 493005. 340,000 tested, under 10 active. Q99816; active = well fitted inhibition curve with a large enough effect in the main read-out, with a control signal flat, not every such curve was filed as active; inconclusive = small, poorly fitted or top-dose-only effect, or effect the other way, or a change in a side signal; inactive = no such curve, though single readings can be large or run the other way; also: potency is read from the fitted curve at half-maximal effect; % of control where 0% means no effect
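Fluorescence anisotropy tracks displacement of a FITC-tagged PTAP peptide (50 nM) from the Tsg101 binding domain (10 uM), following a 20 min room-temperature incubation at pH 7.5.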
Menin-MLL TR inh – menin-MLL binding inhibition, Texas Red mutant peptide | O00255 | Menin + Texas Red MLL mutant peptide, fluorescence polarization | Potency, µM (highest dose often 61.6 µM), without a hit: at the top dose FP activity change, negative = inhibition, actives largely listed as inhibitors | 270,000 compounds, 0.23% hits | AID 1768; active = well fitted inhibition curve with a large enough effect in the polarisation, with a control signal flat, not every such curve was filed as active; inconclusive = small, poorly fitted or top-dose-only effect, or effect the other way, or a change in a side signal; inactive = no such curve, though single readings can be large or run the other way; the % refers to the polarisation; also: potency is read from the fitted curve at half-maximal effect; % of control where 0% means no effect; many of its hits are not listed in these tables
B2AR arrestin – beta2AR (human) beta-arrestin recruitment activity. 330,000 compounds, 0.02% hits. P07550. Potency, µM (series often up to 46.1 µM), for the others: at the highest dose activation, most hits filed as activators. beta-arrestin recruitment to beta2AR, cell-based reporter;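 also: potency is read from the fitted curve at half-maximal effect; 0% = DMSO controls and full agonism = EC100 isoproterenol or metaproterenol; nearly all actives have a fitted effect of over 65% in size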
Target sequence (P07550 whole entry, looked up): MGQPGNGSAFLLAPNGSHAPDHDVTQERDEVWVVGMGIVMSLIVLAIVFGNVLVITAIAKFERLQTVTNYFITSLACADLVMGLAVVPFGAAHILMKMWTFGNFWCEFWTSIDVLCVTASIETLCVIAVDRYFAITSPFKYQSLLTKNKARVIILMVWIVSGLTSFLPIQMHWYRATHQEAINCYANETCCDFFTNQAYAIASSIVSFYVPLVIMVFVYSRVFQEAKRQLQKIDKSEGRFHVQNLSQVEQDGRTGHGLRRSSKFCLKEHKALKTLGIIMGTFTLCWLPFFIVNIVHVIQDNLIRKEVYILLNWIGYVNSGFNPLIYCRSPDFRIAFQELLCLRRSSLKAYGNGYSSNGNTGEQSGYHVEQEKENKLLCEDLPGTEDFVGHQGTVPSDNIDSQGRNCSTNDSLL
BCR signal inh – chronic active BCR signaling inhibition. ABC-DLBCL IkBa-CBG/CBR reporter, luminescence ratio, 4 h. Potency, µM (series often up to 46.1 µM), for the others: top-dose ratio change, negative = lower green/red ratio, hits mostly inhibitors. 340,000 compounds, 0.05% hits. AID 493014; active = well fitted inhibition curve with a large enough effect in the signal ratio, with a control signal flat, not every such curve was filed as active; inconclusive = small, poorly fitted or top-dose-only effect, or effect the other way, or a change in a side signal; the % refers to the signal ratio;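 also: potency is read from the fitted curve at half-maximal effect; plate controls were basal doxycycline-induced cells for no effect and cells given 10 µM MG132 for full effect; MG132 reads +100%, hits lower the ratio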
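TMD8 human ABC-DLBCL cells with doxycycline-inducible IκBα–green luciferase fusion and unfused red luciferase, in 0.5% FBS medium; compounds up to 46 uM, 4 h at 37C. Green/red luminescence ratio, filter-overlap corrected, fitted to concentration-response curves.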
Coupling enz – counter-screen for Giardia aldolase inhibitors: coupling enzyme system. coupling enzyme system counterscreen, AmpLite Red fluorescence. activity change, negative = inhibition, % at 58.2 µM, hits read low. 290,000 compounds, 0.67% hits; in the data active = activity change below about -30%; also: % is scaled to controls: 0 for no effect and ±100 for the full control effect
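Counterscreen lacking aldolase: glyceraldehyde-3-phosphate coupling-enzyme reagent preincubated 10 min at RT with compound (at 57.5 uM final), then substrate/coupling system with AmpLite Red added; fluorescence read at 525/598 nm after 20 min RT.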
Giardia killer – Giardia lamblia killing; activity change, % at 7.66 µM, hits read low; AID 540267; 340,000 compounds, 0.15% hits; Giardia lamblia trophozoite viability; in the data active = activity change below about -80%; inconclusive = between about -30% and that limit;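 also: parasites exposed to compound for two days anaerobically before the ATP read; % is scaled to controls: 0 for no effect and ±100 for the full control effect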
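Media and compound were dispensed first, then trophozoites at 100 cells/well; plates sat 48 hrs at 37 deg C without oxygen before ATP luminescence reagent was added and read after 15-30 min at room temperature.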
Tb PFK block – blocks T. brucei phosphofructokinase; T. brucei PFK, ADP-Glo luminescence; Potency, µM (highest dose often 57.5 µM), for inactives: at the top dose activity, negative = inhibition, actives largely listed as inhibitors; 330,000 compounds, 0.17% hits;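 also: potency is read from the fitted curve at half-maximal effect; 0% = uninhibited 1x PFK enzyme wells and -100% = no-enzyme wells; nearly all actives have a fitted effect of over 60% in size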
Target sequence (O15648 whole entry, looked up): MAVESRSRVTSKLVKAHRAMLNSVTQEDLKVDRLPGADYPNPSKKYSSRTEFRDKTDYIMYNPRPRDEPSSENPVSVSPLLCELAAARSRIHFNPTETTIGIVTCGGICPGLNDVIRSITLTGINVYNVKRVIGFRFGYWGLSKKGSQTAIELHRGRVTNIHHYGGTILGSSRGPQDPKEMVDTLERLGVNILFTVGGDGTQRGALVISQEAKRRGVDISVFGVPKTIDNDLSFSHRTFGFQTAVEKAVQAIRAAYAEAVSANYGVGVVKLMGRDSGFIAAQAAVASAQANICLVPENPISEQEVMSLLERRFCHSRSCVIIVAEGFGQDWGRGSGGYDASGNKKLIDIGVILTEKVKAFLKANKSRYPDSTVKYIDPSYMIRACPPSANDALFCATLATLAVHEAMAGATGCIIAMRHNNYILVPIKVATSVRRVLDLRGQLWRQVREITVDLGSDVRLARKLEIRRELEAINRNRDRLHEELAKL
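In TEA buffer at pH 8.0 with 5 mM MgCl2, enzyme (1.25 nM) converted F6P (0.5 mM) and ATP (0.1 mM) for 45 min at room temperature. ADP product was read by luciferase luminescence.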
PKM2 activator – PKM2 (human) enzyme activation | 260,000 compounds, 0.34% hits | purified PKM2, Kinase-Glo ATP luminescence, activation; response scale: 0% is enzyme alone, no compound | AID 1631 | P14618 | Potency, µM (doses to about 57.5 µM), without a hit: at the highest dose activation, hits mostly activators; also: potency is read from the fitted curve at half-maximal effect; % is scaled to controls: 0 for no effect and ±100 for the full control effect; nearly all actives have a fitted effect of over 55% in size
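ATP formation by purified human PK-M2, quantified via coupled luciferase luminescence after 1 h at room temperature with 0.1 mM ADP and 0.5 mM PEP final.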
Starred values were filed as active, the others as inactive; u = inconclusive; x = no result given; [ ] = dose if it differs, or a comment. Unless noted, calls follow the shape of the dose curve; as a rule, active = well fitted curve in the direction sought with a large enough effect; inconclusive = small, poorly fitted or top-dose-only effect, or another doubt; inactive = no such curve, though single readings can be large; an effect the other way counts as inactive or inconclusive. An excerpt (hit frequency here may not be typical).

SMILES	Integrin act MD	GALK inhibitor	S-ASM inh	TSG101-PTAP inh	Menin-MLL TR inh	B2AR arrestin	BCR signal inh	Coupling enz	Giardia killer	Tb PFK block	PKM2 activator
Cn1nc(C(=O)OCC(=O)N(Cc2ccccc2)C(C)(C)C)c2ccccc2c1=O	-13%	x	-3%	-2%	x	-0.5%	0%	x	-4	-1%	x
CCOCCCNC(=S)NCCCNc1nc2c(C)cc(C)cc2cc1C#N	-49%[inhibitor]	2%	x	-1%	-12%	-0.9%	8%	-6	10	-2%	2%
Cc1cccc(N2CCN(S(=O)(=O)c3ccc(-c4coc(C)n4)cc3)CC2C)c1 (centres undefined)	-13%	0%	-1%	3%	16%	-0.9%	20%	-1	-9	-3%	-5%
O=C(/C=C/c1cn(CC(O)CN2CCCCCC2)c2ccccc12)c1cccs1 (centres undefined)	-41%	1%	104%[activator]	14%	1%	0.2%	u	0	7	7%	1%
Clc1ccc(-c2nnc(COc3ncnc4sccc34)o2)cc1	7%	2%	5%	-1%	-8%	-1.8%	0%	3	-8	0%	-21%
CC(NC(=O)CN(C1CCCCC1)S(C)(=O)=O)c1ccccc1 (centres undefined)	18%	-1%	-1%	-6%	9%	0.0%	-3%	0	34[activator]	-1%	4%
Cc1ccc(CSCC(=O)NCc2ccc3c(c2)OCO3)cc1	6%	-1%	10%	-4%	x	-1.0%	5%	-1	-11	11%	3%
Cc1ccc(SC(C)C(=O)N2CCN(c3ccccc3)CC2)cc1 (centres undefined)	-22%	-2%	-2%	-5%	-20%	-0.1%	1%	0	-1	3%	2%[11.5 µM]
Cc1ccc(NC(=O)CN(Cc2ccccc2)S(C)(=O)=O)cc1C	13%	-2%	-2%	-5%	7%	0.2%	4%	3	-3	-4%	-4%
c1cc(SSc2ccncc2)ccn1	-3%	-8%	3%	-2%	u	-1.3%	u	-1	-15	24µM*	x
CCC(C)OC(=O)C1=C(C)NC(=O)NC1c1ccc(F)cc1 (centres undefined)	2%	2%	2%	-7%	0%[11.7 µM]	0.2%	6%	1	6	0%	2%
COC(=O)N1CC(=O)N(OC)C1c1ccc(Cl)cc1Cl (centres undefined)	3%	3%	-2%	-7%	7%	0.1%	2%	4	7	-7%	-3%
CCCn1c(N)c(N2CCCCC2)c(=O)n(CC(=O)Nc2ccc(C(C)=O)cc2)c1=O	-2%	x	-1%	78%[activator]	x	-0.3%	-2%	x	-11	6%	x
COc1cc(CN=Cc2c(O)n(Cc3ccccc3)c(=S)[nH]c2=O)cc(OC)c1	-11%	4%	-4%	0%	x	0.1%	-1%	2	-14	-2%	-1%
COc1ccc(C(=O)COC(=O)c2cc(S(=O)(=O)N3CCCCC3)ccc2N2CCOCC2)c(OC)c1	-2%	x	-1%	1%	x	0.1%	u	x	-22	-2%	x
Cn1c(CNC(=O)CCNC(=O)c2ccccc2)cc(=O)n(C)c1=O	u	-1%	6%	4%	3%	0.5%	4%	5	11	0%	-1%
CCOc1ccc(NC(=O)[C@H](C)NC(=O)C2CC(=O)N(c3ccc(OC)cc3)C2)cc1 (some centres undefined)	1%	-7%	0%	-2%	x	-0.9%	u	x	-5	-4%	x
Clc1ccc(-n2ncc3c(NCCN4CCOCC4)ncnc32)cc1	25%	-2%	4%	-3%	1%	0.2%	7%	3	19	-4%	3%
CC(C)(C)C(=O)NC(=C(Cl)Cl)P(=O)(O)O	5%	-1%	-2%	0%	0%	-0.1%	-7%	3	-8	-7%	u
Cc1ccc(-c2nnc(-c3ccc(NC(=O)c4ccco4)cc3)o2)cc1	17%	-6%	-3%	-12%	1%	0.2%	0%	3	6	3%	-3%
COc1ccc(CC(=O)Oc2ccccc2C)cc1	-6%	0%	1%	-4%	0%	0.0%	u	-6	4	-5%	-1%[11.5 µM]
CCCCN(CC)C(=O)c1ccc(Cl)c(Cl)c1	-39%	-1%	0%	-3%	-5%	-0.2%	u	3	-3	-9%	-1%
COc1cccc(-n2c(N)c(C(=O)Nc3c(C)n(C)n(-c4ccccc4)c3=O)c3nc4ccccc4nc32)c1	-11%	4%	40%	2%	x	-1.5%	11%	-4	-8	-13%	7%
CC1CCc2nc(NC(=O)CN3CCN(Cc4ccc5c(c4)OCO5)CC3)sc2C1 (centres undefined)	-36%	2%	0%	-4%	-22%	-0.2%	-3%	-1	-15	-1%	-7%
O=C(Nc1nccs1)c1cc2c(s1)CCCCC2	38%	2%	-9%	-2%	u	0.0%	u	-10	u	-22%	-59%
COc1cc(C2CC(=O)N(CC(=O)NCc3ccco3)c3ccccc3S2)cc(OC)c1OC (centres undefined)	20%	-2%	-1%	-6%	-5%	-0.2%	-1%	8	-10	0%	1%
Cc1nc(C)c(C(=O)OCC(=O)NCCc2ccc(F)cc2)s1	0%	x	5%	-7%	x	-0.2%	-5%	x	-11	22%	x
COc1ccc(CCNC(=O)CCNC(=O)N2CC(=O)Nc3ccccc32)cc1OC	-9%	-6%	8%	-2%	x	-0.3%	u	x	-3	4%	x
CC(=O)C1=C(C)OC(N)=C(C#N)C1c1cccnc1 (centres undefined)	28%	13%	4%	-3%	-13%	-0.2%	0%	-33*	-5	2%	-5%
COc1cccc(-c2ncc3ccccc3c2COC(=O)N(C)C)c1	23%	x	7%	0%	x	-0.2%	-3%	x	-5	0%	x
Cc1cc(C)nc(N/N=C/c2cn[nH]c2-c2ccccc2)n1	-17%	0%	0%	-3%	x	0.2%	u	0	-21	-1%	-2%
CN(C)CCCN(C(=O)COc1ccc(Cl)cc1)c1nc2cc3c(cc2s1)OCCO3	8%	x	-13%	-4%	x	0.1%	u	x	-3	0%	x
Clc1ccc(OCCCCN2CCCCC2)cc1	-50%[inhibitor]	0%	-2%	-5%	u	-0.8%	-9%	2	6	9%	x
Cc1nc(C)c(C(=O)N2CCCC(CCC(=O)NCc3ccc(F)c(F)c3)C2)s1 (centres undefined)	17%	-1%	1%	0%	15%	0.4%	7%	3	-16	-14%	3%
N[C@@H](Cc1ccc(O)c(O)c1)C(=O)O	x	x	-7%	1%	0%[24.8 µM]	x	x	-1	-9	x	x
CCOc1ccc(S(=O)(=O)N2CCCCC2)cc1NC(=O)CN1C(=O)NC(C)(c2ccccc2)C1=O (centres undefined)	0%	x	-3%	-4%	x	-0.1%	7%	x	4	-12%	x
CCOC(=O)c1cnn(-c2nc(-c3ccc(C)cc3)cs2)c1C(F)(F)F	-12%	0%	-2%	-4%	9%	-0.4%	-1%	0	7	6%	2%
Cc1ccc(C(=O)NC2CCSC2=O)cc1 (centres undefined)	23%	-5%	-6%	-5%	x	0.5%	-1%	-1	8	1%	3%
Cc1cc(C)c(NC(=O)CNC(=O)COC(=O)Cc2cccs2)c(C)c1	u	x	8%	-1%	x	0.2%	4%	x	4	0%	x
COCCCNC(=O)C[C@H]1C[C@H](C(=O)N2CCOCC2)[C@@]2(C)c3[nH]c4cc(CCC(=O)N(C)C)ccc4c3CCN2C1=O	-3%	x	5%	-1%	x	-1.3%	1%	x	-12	-6%	x
COCCNC(=O)c1cc(-c2ccc3c(c2)OCO3)on1	11%	0%	-3%	1%	1%	2.8%	-6%	0	-27	1%	-15%
O=C(Cc1ccccc1)Nc1ccc(NC(=O)c2ccccc2)nc1	u	1%	-1%	1%	u	-0.3%	u	-3	-13	5%	-9%
CCOc1cc(C=NNC(=O)c2cccc(S(=O)(=O)N3CCCC3)c2)ccc1O	-20%	x	-3%	0%	x	-2.2%	-11%	x	-7	-1%	x
CN(C)S(=O)(=O)c1ccc(N2CCCC2=O)c([N+](=O)[O-])c1	14%	0%	6%	-4%	-16%	-0.4%	0%	3	4	4%	2%
O=C(NCCO)c1cc2cc(Cl)cc(Cl)c2oc1=O	-5%	0%	2%	-2%	-1%	0.2%	1%	1	-18	u	-1%
Cc1cccc(C)c1NC(=S)N(CCN(C)C)C(C)c1ccccn1 (centres undefined)	14%	0%	-5%	0%	1%	0.1%	4%	2	13	-5%	-7%
O=C1CC(NCc2ccco2)C(=O)N1CCc1ccccc1 (centres undefined)	13%	-3%	2%	-2%	-14%	0.2%	1%	-1	8	0%	-2%
Cn1c(=O)c(=O)n(C)c2cc(S(=O)(=O)N3CCN(c4cccc(C(F)(F)F)c4)CC3)ccc21	19%	-1%	5%	2%	-2%	0.0%	u	1	26	-3%	6%
